EP2 antag: human EP2 receptor antagonists, primary screen, TR-FRET cAMP, C6 glioma cells; C6 glioma cells expressing human EP2; cells stimulated with saturating PGE2; inhibition, % at 25 µM; 0.52% of 260,000 active; AID 1422, 2008;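 active means percent inhibition above 40 after rounding to a whole number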;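 further: rat C6 glioma host cells with rolipram phosphodiesterase inhibitor present; the protocol text gives 20 µM as final concentration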
RBBP9 inhibitor: human RBBP9 inhibitors, primary screen, biochemical, fluorescence polarization, FP-Rh probe, HTS | inhibition, % at 7.94 µM | recombinant RBBP9 | 0.2% of 220,000 active | AID 1515, 2009 | Serine hydrolase RBBP9 (Homo sapiens), O75884;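 active means inhibition above the campaign mean of all tested compounds plus 3 SD, cut at about 14% in these data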;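 further: plate controls were DMSO wells with RBBP9 for no effect and wells lacking RBBP9 protein for full effect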
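Material: RBBP9 protein. Amount: RBBP9 at 2.5 µM in dispensed solution, before mixing. Schedule: 30 min then 45 min, 25 °C. Medium: Tris buffer pH 8.0, NaCl, Pluronic. Measured by: fluorescence polarization. Measure: percent inhibition from mP, scaled between DMSO and no-protein wells. Replication: one well per compound.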
PPC-1+TRAIL kill: compounds killing PPC-1 cancer cells with TRAIL present, primary screen, TRAIL potentiator project, ATPLite luminescence, uHTS; cell killing (% activity), % at 4 µM; 0.41% of 220,000 active; AID 1443, 2008; PPC-1 cells + TRAIL, ATPLite viability luminescence;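 active means cell killing above 50% in the first pass at 4 µM, then a duplicate retest at 5 µM averaging 50% or more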;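 further: plate controls were cells with TRAIL plus DMSO for no effect and medium-only wells lacking cells for full effect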
p47phox inh: p47phox/p22phox peptide binding inhibitors, primary screen, biochemical, uHTS, NADPH oxidase regulatory subunit | fluorescence polarization, 2 h | inhibition, % at 24.7 µM | 0.53% of 220,000 active | AID 1274, 2008;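 active means inhibition above about 30%, limit read from the data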;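 further: 0% = p47phox with labelled peptide and 100% = labelled peptide alone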
Ba/F3 V617F tox: reduced viability of JAK2V617F-dependent Ba/F3 cells, primary screen, JAK2V617F inhibitor project, cell-based, Ba/F3 EpoR-JAK2V617F, luminescence. ATP luminescence. inhibition, % at 5.6 µM. 1.1% of 220,000 active;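 active means inhibition above the campaign mean plus 3 SD over all tested compounds, cut at about 24% in these data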;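 further: cytokine-independent growth of Ba/F3 cells driven by EpoR plus mutant JAK2; 0% = DMSO-treated cells and 100% = JAK inhibitor I control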
Furin inh: human furin inhibitors, primary screen, biochemical, fluorescence intensity; P09958; 0.061% of 220,000 active; inhibition, % at 30 µM; purified furin, fluorogenic substrate cleavage; AID 463115, 2010; in the data active means inhibition above about 25%; further: inactives centre near -15
BaF3 parental: parental Ba/F3 cell viability inhibition, counter-screen for JAK2V617F inhibitor project, murine pro-B, CellTiter-Glo luminescence | CellTiter-Glo ATP luminescence | inhibition, % at 5.6 µM | 1.1% of 220,000 active | AID 1486, 2009;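 active means inhibition above a per-campaign cutoff, the mean inhibition of all tested compounds plus 3 SD, cut at about 27% in these data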;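 further: 0% = DMSO wells and 100% = JAK Inhibitor I control wells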
Tb hexokinase: Trypanosoma brucei hexokinase 1 inhibitors, primary screen, biochemical, G6PDH-coupled NADH absorbance, MLSCN library; AID 1430, 2008; inhibition, % at 10 µM; hexokinase 1 [Trypanosoma brucei]; 0.11% of 220,000 active; recombinant TbHK1, G6PDH-coupled NADH A340;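 active means inhibition of 50% or more in the single-dose primary screen; inactive means inhibition below 50%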
p97 inhibitor: inhibitors of human p97 ATPase, primary screen, biochemical; inhibition, % at 8 µM; 0.42% of 220,000 active; recombinant p97 ATPase, Kinase-Glo ATP luminescence, 3 h; Transitional endoplasmic reticulum ATPase (Homo sapiens), P55072; in the data active means inhibition above about 15%;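 further: 0% = DMSO vehicle and 100% = wells lacking enzyme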
Target sequence (P55072 whole entry, looked up): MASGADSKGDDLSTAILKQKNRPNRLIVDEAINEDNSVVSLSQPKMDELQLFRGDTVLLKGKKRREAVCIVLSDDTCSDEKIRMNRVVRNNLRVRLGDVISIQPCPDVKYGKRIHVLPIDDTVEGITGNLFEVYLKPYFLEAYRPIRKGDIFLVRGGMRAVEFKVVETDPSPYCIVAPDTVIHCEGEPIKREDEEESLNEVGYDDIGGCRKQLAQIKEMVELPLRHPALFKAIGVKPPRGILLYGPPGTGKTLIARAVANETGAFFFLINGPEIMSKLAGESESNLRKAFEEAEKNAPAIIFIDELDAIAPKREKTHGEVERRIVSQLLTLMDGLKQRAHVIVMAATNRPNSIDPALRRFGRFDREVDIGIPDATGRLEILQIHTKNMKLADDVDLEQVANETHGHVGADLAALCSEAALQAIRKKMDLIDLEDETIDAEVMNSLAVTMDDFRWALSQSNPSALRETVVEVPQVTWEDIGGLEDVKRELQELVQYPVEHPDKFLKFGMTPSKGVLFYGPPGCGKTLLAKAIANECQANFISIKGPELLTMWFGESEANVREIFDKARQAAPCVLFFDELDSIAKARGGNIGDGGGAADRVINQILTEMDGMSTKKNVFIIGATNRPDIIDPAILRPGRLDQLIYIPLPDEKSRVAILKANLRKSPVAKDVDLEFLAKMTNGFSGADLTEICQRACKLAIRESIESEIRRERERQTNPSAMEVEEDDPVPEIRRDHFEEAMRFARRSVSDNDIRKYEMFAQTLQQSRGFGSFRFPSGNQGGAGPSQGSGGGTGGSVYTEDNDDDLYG
The depositor's hits bear a star; · = no result given; & = joins results of further samples; [ ] = dose if it differs, or a comment. These rows are one share of the data. The share of hits here may be higher or lower than overall.

SMILES,EP2 antag,RBBP9 inhibitor,PPC-1+TRAIL kill,p47phox inh,Ba/F3 V617F tox,Furin inh,BaF3 parental,Tb hexokinase,p97 inhibitor
O=C(CCc1nc(-c2cccs2)no1)Nc1cnc2ccccc2c1,13,-2,1,-16,1,-27,6,-1,4
COc1ccc(CCN2C(=O)CSC2=Nc2ccc(C)cc2C)cc1OC,9,0,-9,-18,-2,-16,-1,-3,-6
COCCn1nnnc1C(c1cccc(C#N)c1)N1CCCCCC1 (stereo not given),14,-8,2,7,1,-14,2,4,-1
COC(=O)Sc1nc(N2CCOCC2)c2c(c1C#N)CC(C)(C)OC2,7,-5,10,-9,6,-4,1,-13,-6
NS(=O)(=O)c1ccc(CCNC(=O)C(=O)C2C(=O)Nc3ccccc32)cc1 (stereo not given),0,-1,2,-7,-4,-17,-3,-39,9
Cc1cccc(NC(=O)/C=C/c2cccs2)n1,9,-5,32,-7,5,18[20 µM],7,-40,-6
CCn1cc(Cl)c(C(=O)Nc2ccccc2C(N)=O)n1,6,7,15,-6,-2,-5,-1,0,1
Brc1ccc2ncc(Br)cc2c1,9&12,-3,5,-6,-2,-9,4,25,4
CN(CC(=O)NC(=O)NC(C)(C)C)CC(=O)Nc1ccccc1Cl,2,-7,-10,-4,6,-13,12,7,-3
Cc1cccc(C)c1OCC(=O)Nc1cccc(-c2nnc(-c3ccccc3)o2)c1,11,3,-7,-20,3,-17,2,5,1
Cc1cc(=O)[nH]c(SCC(=O)c2ccc(C(C)C)cc2)n1,9,-12,14,-3,-1,-25,0,1,0
COc1ccc(N(C(=O)/C=C/C(=O)Nc2cc(C)on2)C(C(=O)NC2CCCC2)c2ccccc2C)cc1 (stereo not given),12,3,20,14,-6,-17,-3,40,5
O=C(c1ccc(N2C(=O)C3C4c5ccccc5C(c5ccccc54)C3C2=O)cc1)N1CCOCC1 (stereo not given),1,2,30,-2,-2,-21,3,-7,3
CSc1ccc(NC(=O)N2CC(C)OC(C)C2)cc1 (stereo not given),2,-6,14,2,-3,-14,0,1,-2
COc1ccc(NC(=O)CSc2ccccn2)cc1,5,0,2,11,-2,-14[20 µM],0,6,1
CC(CCc1ccccc1)NC(=O)c1ccco1 (stereo not given),16,1,26,6,-5,-20[20 µM],6,5,3
COc1ccc(-n2nc3c(c2NC(=O)C2CC2)CS(=O)C3)cc1 (stereo not given),·,3,-4,-11,-6,-17[20 µM],2,2,3
NNC(=O)c1cccc(S(=O)(=O)Nc2cccc(C(F)(F)F)c2)c1,3,-3,8,-10,-2,-21,-9,-5,2
CCOC(=O)C1=NOC(CNC(=O)C2=NOC(CNC(=O)c3c(-c4ccccc4Cl)noc3C)C2)C1 (stereo not given),15,-2,26,-26,-2,0[20 µM],-3,-7,-2
O=C(Nc1nc2ccccc2n1CCN1CCOCC1)c1ccc(COc2ccccc2Br)o1,8,-13,14,-17,1,-1,5,-23,4
CC(C)(C)SCCNC(=O)/C=C/c1cccc([N+](=O)[O-])c1,10,-3,-6,-28,-2,-7,-1,0,-1
COC(=O)c1ccc(C(=O)OC)c(NC(=O)CN2CCN(c3ccccc3)CC2)c1,5,0,1,-9,-2,-14,-2,-5,3
COc1ccc(C2C(C(=O)Nc3ccccc3)=C(C)N=C3SCC(=O)N32)cc1 (stereo not given),16,-10,12,-10,1,-3[20 µM],4,-14,2
CCNC(=O)Cn1cc(C(F)(F)F)cc(Cl)c1=O,8,-11,3,-7,-3,-18,-2,-8,1
COc1ccc(CNCCC(c2ccc(F)cc2)c2ccc(OC(C)C)cc2)cc1OC (stereo not given),1,-1,20,6,-3,-23,-2,14,11
COc1cccc(NC(=O)CNC(=O)c2ccc(C)cc2)c1,17,3,-2,-4,3,-24,14,-5,0
COc1cccc(C(=O)NCc2nnc(SCC(=O)Nc3nccs3)n2-c2cccc(C)c2)c1,6,-6,-10,-11,0,0[20 µM],4,-1,-5
O=C(CSc1nnnn1-c1cccc2c1CCCC2)NC1CCCC1,20,-1,14,-1,1,-8[20 µM],3,1,0
COc1ccccc1Nc1nc(-c2sc(NC(=O)c3ccccc3)nc2C)cs1,24,-1,-7,-5,1,-15[20 µM],9,-5,5
Cc1noc(C)c1COC(=O)c1ccc(F)c(S(=O)(=O)N2CCCCC2)c1,8,2,-6,-8,-2,-20,4,0,2
CCSc1nc2ccccc2n1C(=O)c1ccc(S(=O)(=O)N2CCCCCC2)cc1,10,-5,4,-8,5,-5,10,4,-2
CCc1ccc(N2C(=O)CC(N(CC3CCCO3)C(=O)/C=C/C(=O)O)C2=O)cc1 (stereo not given),7,-4,29,-8,-1,-21,5,9,9
COc1ccc(C2C(C(=O)c3sc(C)nc3C)=C(O)C(=O)N2CCN(C)C)cc1 (stereo not given),11,-1,3,-6,0,1[20 µM],2,-31,-8
CCn1c(SCc2nc3ccccc3c(=O)[nH]2)nnc1-c1cccnc1,4,-6,8,-199,3,-16[20 µM],5,3,0
COC(=O)c1cccc(NC(=S)N2CCOCC2)c1,4,2,19,5,-4,-22,0,2,7
Cc1nc(-c2ccc(Cl)cc2)sc1C1(C)CC(c2ccccc2F)=NO1 (stereo not given),13,·,24,-9,·,-28,·,-1,·
Cc1[nH]c2ccccc2c1/C=C(\C#N)C(=O)NCC1CCCO1 (stereo not given),7,-2,29,-3,2,-5,5,-9,2
COc1ccc(CN(CC(=O)NC2CCCC2)C(=O)CCC(=O)Nc2cc(C)on2)cc1,9,-5,15,-23,-3,-10[20 µM],-1,9,1
CCC(CC)C(=O)NCCCCc1ccccc1,5,-8,22,-4,0,-12,6,-1,-1
O=C(CN(Cc1ccccc1C(F)(F)F)C(=O)CNC(=O)c1ccco1)NC1CCCC1,11,2,4,-3,-6,-30,-2,-2,3
C=CCN(c1ccc(OC)cc1)S(=O)(=O)c1ccc(Cl)c(C(=O)OCC(=O)NC2CC2)c1,7,-1,5,0,4,-16,7,-7,1
N#CC1=C(N)Oc2cc(N)ccc2C1C1CC=CCC1 (stereo not given),8,-5,22,-4,1,-21,5,3,0
CCNC(=O)NC(=O)C(C)On1nnc2ccc(S(=O)(=O)N(CC)CC)cc21 (stereo not given),3,-2,2,-6,2,-13,7,1,-3
COCCN(C(=O)C(F)(F)F)C(C(=O)NC1CCCCC1)c1ccco1 (stereo not given),9,-7,11,1,-4,-32,-1,0,8
COc1ccc2cc(C3CC(c4ccco4)=NN3C(=O)CCC(=O)O)c(Cl)nc2c1 (stereo not given),17,-5,6,-11,-1,-22,5,-13,2
Cc1ccc(S(=O)(=O)N(C)Cc2nc(-c3ccncc3)no2)cc1,16,-8,20,0,0,-19[20 µM],2,-1,2
CCNc1c([N+](=O)[O-])ncn1C,9,-1,16,-8,-5,-21[20 µM],-1,-14,0
Cc1n[nH]c(C)c1S(=O)(=O)N(CC(=O)Nc1ccc2c(c1)OCCO2)c1ccc(C(C)C)cc1,13,-7,26,-13,5,-5,8,-2,-11
NCc1c(O)ccc2ccccc12,8,-3,14,-15,-3,-22,-2,-14,6
CC1=C(C#N)C(c2cccnc2)C2=C(N1)c1ccccc1C2=O (stereo not given),6,-5,1,-5,-1,-14,2,-6,4

Filtered by structure: the compounds so far containing a COOH group.
SMILES,EP2 antag,RBBP9 inhibitor,PPC-1+TRAIL kill,p47phox inh,Ba/F3 V617F tox,Furin inh,BaF3 parental,Tb hexokinase,p97 inhibitor
CCc1ccc(N2C(=O)CC(N(CC3CCCO3)C(=O)/C=C/C(=O)O)C2=O)cc1 (stereo not given),7,-4,29,-8,-1,-21,5,9,9
COc1ccc2cc(C3CC(c4ccco4)=NN3C(=O)CCC(=O)O)c(Cl)nc2c1 (stereo not given),17,-5,6,-11,-1,-22,5,-13,2

New compounds follow:
SMILES,EP2 antag,RBBP9 inhibitor,PPC-1+TRAIL kill,p47phox inh,Ba/F3 V617F tox,Furin inh,BaF3 parental,Tb hexokinase,p97 inhibitor
COc1ccccc1CNC(=O)C(NC(=O)c1ccccc1)C(C)C (stereo not given),1,3,15,-10,6,-12,11,0,-2
CN(CC(=O)Nc1ccc2c(c1)CCC2)CC(=O)Nc1ccccc1Br,5,3,9,-6,0,-21,5,5,-1
Cc1sc(NC(=O)c2ccco2)c(C(Nc2ccccn2)c2ccccc2)c1C (stereo not given),4,21*,18,-26,-1,-15,8,-11,5
COC(=O)[C@@H](NC(=O)NCCC1=CCCCC1)C(C)C,14,1,7,-13,-3,-17,-1,-4,7
CCn1nnc(-c2ccccc2NC(=O)c2cc(OC)c(OC)c(OC)c2)n1,20,6,13,-1,0,-14,-2,-2,-1
CCCc1nc2sc3ccccc3c(=O)c2c(=O)n1Cc1ccc(OC)cc1,7,-6,-19,-24,2,-13,-1,-5,0
Cn1ccnc1/C(=N\NC(=O)c1ccccc1)c1cccc([N+](=O)[O-])c1,-1,0,27,-15,-4,-23,-1,-22,6
Cc1cc(C)n(-c2nnc(NC34CC5CC(CC(C5)C3)C4)nn2)n1,2,-3,6,0,-2,-6,-9,10,0

Screening results deposited in PubChem by several laboratories.
